Source: PubChem (National Center for Advancing Translational Sciences (NCATS))
BAZ2B inh = BAZ2B (human) inhibition. AlphaScreen BAZ2B-H3K14Ac peptide displacement. AID 504333. 360,000 tested, 4.4% active. Q9UIF8. Potency, µM (doses to about 114 µM), without a hit: at the top dose activity change, negative = inhibition, hits mostly inhibitors; further: on the % scale 0 is the no-effect control and ±100 the full control effect; nearly all actives have a fitted effect of over 60% in size
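AlphaScreen luminescence quantifies BAZ2B engagement of H3K14Ac peptide; the protein and biotinylated peptide are both at 50 nM final, buffer PBS pH 7.4 with 0.01% Tween-20, all steps at room temperature.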
POLH inh = blocks human DNA polymerase eta activity; Potency, µM (titrated, usually from 114 µM), without a hit: at the top dose activity change, negative = inhibition, hits mostly inhibitors; recombinant Pol eta, fluorescent DNA replication assay; AID 588591; 390,000 tested, 1.2% active; further: on the % scale 0 is the no-effect control and ±100 the full control effect
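Pol eta at 10 nM preincubated with compounds 15 min at room temperature; reaction started with fluorescent substrate (50 nM final) and read kinetically at 0 and 10 min.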
Pol kappa inh = DNA polymerase kappa (human) inhibition; purified Pol kappa, fluorescent DNA synthesis assay, 10 min; AID 588579; Q9UBT6; 400,000 tested, 0.53% active; Potency, µM (top dose mostly 107 µM), for the others: at the highest dose activity, negative = inhibition, usual class: inhibitors; further: on the % scale 0 is the no-effect control and ±100 the full control effect
Target sequence (Q9UBT6 whole entry, looked up): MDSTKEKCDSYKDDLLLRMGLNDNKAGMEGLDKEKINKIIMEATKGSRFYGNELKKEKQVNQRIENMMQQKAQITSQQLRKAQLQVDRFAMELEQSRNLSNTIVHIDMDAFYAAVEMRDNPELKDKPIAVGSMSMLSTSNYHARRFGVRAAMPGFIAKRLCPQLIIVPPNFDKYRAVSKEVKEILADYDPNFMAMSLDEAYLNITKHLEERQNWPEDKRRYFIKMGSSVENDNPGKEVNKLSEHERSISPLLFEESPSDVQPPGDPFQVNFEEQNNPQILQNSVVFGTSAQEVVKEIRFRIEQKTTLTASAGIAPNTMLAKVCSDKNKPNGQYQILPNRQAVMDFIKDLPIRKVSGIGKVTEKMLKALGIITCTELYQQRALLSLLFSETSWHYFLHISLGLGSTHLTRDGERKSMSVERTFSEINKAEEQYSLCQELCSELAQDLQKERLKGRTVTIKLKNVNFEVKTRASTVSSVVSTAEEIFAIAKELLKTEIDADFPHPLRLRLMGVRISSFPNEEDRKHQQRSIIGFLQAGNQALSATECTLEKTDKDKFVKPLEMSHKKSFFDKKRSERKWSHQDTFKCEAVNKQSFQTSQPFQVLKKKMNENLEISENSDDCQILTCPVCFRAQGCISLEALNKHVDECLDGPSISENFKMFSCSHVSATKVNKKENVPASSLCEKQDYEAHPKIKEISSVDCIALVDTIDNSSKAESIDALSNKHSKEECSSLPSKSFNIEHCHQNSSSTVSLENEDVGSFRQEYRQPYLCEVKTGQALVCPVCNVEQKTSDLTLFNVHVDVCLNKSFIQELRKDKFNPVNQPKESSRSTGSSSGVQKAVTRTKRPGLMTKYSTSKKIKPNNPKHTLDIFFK
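Kinetic fluorescence screen: compound preincubated 15 min RT with 10 nM enzyme; 50 nM substrate (final) initiates; reads at 0/10 min.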
APEX1 inh = APE1 (human) endonuclease inhibition. recombinant APE1, TAMRA/BHQ-2 abasic DNA cleavage fluorescence. Potency, µM (series often up to 65.8 µM), without a hit: at the highest dose activity change, negative = inhibition, hits mostly inhibitors. 350,000 tested, 0.35% active. AID 2517;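 further: plate controls were vehicle for no effect and reference inhibitor for full effect; nearly all actives have a fitted effect of over 55% in size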
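0.75 nM APE1 + cpd, 15 min RT; start w/ 50 nM TAMRA/BHQ-2 THF-abasic dsDNA; kinetic fluor 525/598 nm ×3 reads @60 s; Δ(read3−read1); normalized to DMSO and NSC13755 control wells.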
Apoferritin bind = candidate novel general anesthetic via apoferritin binding. apoferritin/1-aminoanthracene competitive binding, fluorescence. Potency, µM (highest dose often 77.5 µM), for the others: top-dose activity change, negative = displacement, hits mostly inhibitors. 350,000 tested, 0.074% active. AID 485281; further: on the % scale 0 is the no-effect control and ±100 the full control effect; nearly all actives have a fitted effect of over 20% in size
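In PBS, apoferritin at 10 uM is loaded with 1-AMA from a 50% saturated solution. After 10 min of compound exposure at ambient temperature, reduced 535 nm fluorescence indicates probe displacement.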
Pol iota inh = DNA polymerase iota (human) inhibition. Pol iota fluorescent replication assay, 10 min. Potency, µM (top dose mostly 115 µM), without a hit: at the highest dose activity, negative = inhibition, usual class: inhibitors. 390,000 tested, 1% active
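Fluorescent replication assay read twice, at 0 min and 10 min after adding 50 nM (final) substrate. Enzyme (10 nM) and compounds were first incubated 15 min at room temperature; enzyme-free buffer wells were negative controls.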
G9a block = inhibitors of human histone lysine methyltransferase G9a; Q96KQ7; G9a H3K9 monomethylation, AlphaScreen, 2 h; Potency, µM (top dose mostly 102 µM), for the others: top-dose activity, negative = inhibition, hits mostly inhibitors; 350,000 tested, 8.8% active; AID 504332; further: on the % scale 0 is the no-effect control and ±100 the full control effect; nearly all actives have a fitted effect of over 75% in size
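Step 1: enzyme (final 20 nM) with compound, 15 min RT. Step 2: substrate peptide 500 nM and SAM 20 uM, 2 h RT. Step 3: anti-H3K9me1 antibody and AlphaScreen beads, 10 min, then plate read.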
Pol beta inh = inhibitors of human DNA polymerase beta; Potency, µM (doses to about 114 µM), without a hit: top-dose activity change, negative = inhibition, most hits filed as inhibitors; AID 485314; P06746; Pol beta primer extension/strand displacement, fluorescence kinetic; 340,000 tested, 1.3% active; further: on the % scale 0 is the no-effect control and ±100 the full control effect
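Kinetic readout of DNA synthesis with strand displacement by Pol beta. Compound and 10 nM enzyme sit 15 min at room temperature; 50 nM substrate starts the reaction, read immediately and at 10 min.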
BLM helicase inh = Bloom syndrome helicase (human) inhibition. P54132. recombinant BLM DNA unwinding, fluorescence dequenching. Potency, µM (series often up to 56.1 µM), inactives show at the top dose activity change, negative = inhibition, hits mostly inhibitors. 350,000 tested, 0.2% active. AID 2528;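 further: plate controls were vehicle for no effect and no enzyme for full effect; nearly all actives have a fitted effect of over 35% in size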
Active calls of the source: *; i = inactive; u = inconclusive; x = not tested or not shown; [ ] = remark or other dose. The call rests on the fitted dose curve; in most records, active means well fitted curve in the direction sought with a large enough effect; inconclusive means small, poorly fitted or top-dose-only effect, or another doubt; inactive means no such curve, though single readings can be large; an effect the other way counts as inactive or inconclusive. Potency means the concentration at half of the fitted maximal effect. An excerpt; count on the stated rates, not on these rows.

SMILES	BAZ2B inh	POLH inh	Pol kappa inh	APEX1 inh	Apoferritin bind	Pol iota inh	G9a block	Pol beta inh	BLM helicase inh
COc1cccc(C(=O)N(CN2CCCC2=O)c2cccc(Cl)c2)c1OC	u	9%	-9%	20%	-4%	18%	-1%[0.0925 µM]	9%	-4%
O=C(CC1C(=O)NCCN1Cc1ccc(-c2ccccc2)cc1)NCC1CC1 (stereo unspecified)	-28%	5%	-11%	-1%	-20%	4%	u	-9%	-3%
CCN(CC)CCn1c2c(c(SCC(=O)Nc3cccc(C(C)=O)c3)nc1=O)CCCC2	-25%	-17%	0%	51%[activator]	x	4%	-48%[12.7 µM]	x	x
Cc1cc(C(=O)Nc2sc(C)c(C)c2C#N)no1	1%	-1%	-6%	4%	-2%	1%	u	-10%	-3%
CC(C)OCCCNC(=S)Nc1ccc(S(N)(=O)=O)cc1	-1%	-16%	-3%	2%	2%	i	10µM*	0%	-2%
Cc1ccc(C)c(Cn2nnc3c(=O)[nH]c(C4CCN(C(=O)c5cccs5)CC4)nc32)c1	-38%	-1%	0%	-2%	-17%	2%	-3%[12.7 µM]	10%	-13%
COC(=O)c1cc2sc(C)cc2n1Cc1ccccc1	94%[activator]	-26%	6%	x	-11%	36%	52%[activator][59 µM]	0%	-9%
Cc1cc(C)nc(SCc2ccc(F)cc2)n1	-8%	-3%	-12%	20%	-2%	15%	x	42%	-8%
CN(CCC1CCCCO1)C(=O)CCc1nnc(C2CCCCC2)o1 (stereo unspecified)	-16%	2%	7%	2%	-3%	-9%	-10%	10%	-6%
CC(CCc1ccccc1)NC(=O)c1ccncc1 (stereo unspecified)	12%	5%	-8%	-1%	-5%	11%	-9%[59 µM]	15%	-1%
CCOc1ccccc1C(=O)n1nc(C)cc1C	32%[activator]	-14%	-20%	-2%	-12%	18%	31%[59 µM]	50%	2%
CC1=NN(C(=O)CCCc2ccccc2)C(O)(C(F)(F)F)C1 (stereo unspecified)	-1%	-11%	-17%	1%	u	130%[activator]	41%	-8%	1%
CCCCc1nc2cc(C(=O)N3CCC(O)CC3)ccc2o1	10%	3%	-13%	4%	-6%	9%	x	12%	-2%
COc1ccc(C2C(C(C)=O)=C(C)Nc3ncnn32)c(OC)c1OC (stereo unspecified)	3%	-9%	-11%	16%	-9%	112%[activator]	3%	61%	-4%
Cc1ccc(-n2c(=O)c3oc4ccccc4c3n(CC(=O)Nc3ccc(F)c(Cl)c3)c2=O)cc1C	-13%	-9%	-2%	x	3%	5%	3%[59 µM]	17%	-4%
CCOc1ccc(N(CC)C(=O)COc2cc(=O)n(CC)c3ccccc23)cc1	-13%	-1%	-14%	12%	-19%	30%[activator]	-25%[59 µM]	24%	-3%
COc1cc(NS(=O)(=O)c2c(C(=O)N3CCCCC3)c(C)n(C)c2C)cc(OC)c1OC	-4%	-20%	0%	x	-6%	0%	7%[59 µM]	-9%	0%
Cn1cc(C(=O)c2ccc(Cl)cc2Cl)cc1C=O	4%	-13%	4%	0%	-18%	29%	16%[12.7 µM]	3%	-12%
CC1(C)CC(=O)C(C(C#Cc2ccccc2)C2=C(O)CC(C)(C)CC2=O)=C(O)C1	u	-4%	-10%	-2%	u	u	13µM*	3%	-2%
COc1ccc(NC(=O)CN(C)S(=O)(=O)c2ccc(Cl)cc2)cn1	7%	-2%	-2%	9%	x	13%	0%[2.33 µM]	x	x

The last five compounds of the section before open the next one.
SMILES	BAZ2B inh	POLH inh	Pol kappa inh	APEX1 inh	Apoferritin bind	Pol iota inh	G9a block	Pol beta inh	BLM helicase inh
CCOc1ccc(N(CC)C(=O)COc2cc(=O)n(CC)c3ccccc23)cc1	-13%	-1%	-14%	12%	-19%	30%[activator]	-25%[59 µM]	24%	-3%
COc1cc(NS(=O)(=O)c2c(C(=O)N3CCCCC3)c(C)n(C)c2C)cc(OC)c1OC	-4%	-20%	0%	x	-6%	0%	7%[59 µM]	-9%	0%
Cn1cc(C(=O)c2ccc(Cl)cc2Cl)cc1C=O	4%	-13%	4%	0%	-18%	29%	16%[12.7 µM]	3%	-12%
CC1(C)CC(=O)C(C(C#Cc2ccccc2)C2=C(O)CC(C)(C)CC2=O)=C(O)C1	u	-4%	-10%	-2%	u	u	13µM*	3%	-2%
COc1ccc(NC(=O)CN(C)S(=O)(=O)c2ccc(Cl)cc2)cn1	7%	-2%	-2%	9%	x	13%	0%[2.33 µM]	x	x
O=C(CN(C(=O)c1csnn1)c1ccc(F)cc1)NCc1ccc(F)cc1	12%	-7%	-2%	15%	-9%	4%	25%	0%	15%
Cc1cc(C(=O)COC(=O)c2ccc3c(c2)OCO3)c(C)n1Cc1cccs1	x	7%	-10%	-5%	-8%	-3%	u	4%	-8%
COc1cccc(COC(=O)c2c(C)nn(-c3ccccc3)c2Cl)c1OC	-18%	u	-11%	0%	-9%	-11%	47%	-2%	1%
Cc1ccc(CNC(=O)CCCN2C(=O)c3cccnc3Oc3ccc(Cl)cc32)cc1	-4%	-5%	-13%	x	u	-28%	-31%[59 µM]	1%	0%
CCN1CCN(Cc2ccc(NC(=O)c3ccc(C)c(NC(=O)c4csc(-c5ccncc5)n4)c3)cc2C(F)(F)F)CC1	u	-17%	15%	2%	-14%	u	13%[12.7 µM]	u	1%
CCc1ccccc1NC(=O)N1CCCc2ccccc21	0%	-11%	-4%	2%	-12%	-5%	x	52%	1%
CC(C)C(=O)Nc1ccc2nc(SCCOc3ccccc3)sc2c1	-13%	-3%	-8%	x	4%	-1%	5%[59 µM]	-16%	-1%
Cc1cccn2c(=O)c3cc(C(=O)NCc4ccco4)c(=N)n(C(C)C)c3nc12	-3%	-11%	-12%	-1%	53%[activator]	u	-2%[59 µM]	-22%	11%
O=C(Nc1nn[nH]n1)c1ccc(S(=O)(=O)N2CCCCC2)cc1	71µM*	-18%	1%	0%	-1%	5%	50µM*	1%	-1%
O=C(N/N=C/C(Br)=C\c1ccccc1)c1ccco1	-16%	-15%	5%	2%	-4%	15%	2%[59 µM]	2%	-4%
Cc1ccc(S(=O)(=O)NCc2cccnc2)cc1C(=O)NC1CCCCC1	4%	-19%	7%	29%	x	36%[activator]	-23%[59 µM]	x	x
COc1cc(C2C(C#N)=C(N)OC3=C2C(=O)CCC3)ccc1OC(=O)N1CCOCC1 (stereo unspecified)	10%	-3%	-6%	-2%	1%	22%	5%[12.7 µM]	-8%	-5%
O=C(Cn1ncc2c3ccccc3n(Cc3ccccc3F)c2c1=O)NCCCN1CCCC1=O	-38%	-13%	-9%	-24%	-14%	-11%	x	2%	1%
CCC(C)NC(=O)NC1C(NC(=O)NC(C)CC)N(C)C(=O)N1C (stereo unspecified)	1%	-17%	-14%	-5%	-6%	14%	8%	-1%	3%
CCN(CC)S(=O)(=O)c1cccc(NC(=O)CCNC(=O)c2ccccc2Cl)c1	2%	-14%	-6%	41%	-7%	38%[activator]	24%	42%	-10%
NC(=O)c1cccc(CC(=O)c2ccccc2)c1	0%	-21%	-6%	-1%	-10%	22%	-1%	2%	-1%
CN(C(=O)CN1C(=O)S/C(=C\c2ccccc2F)C1=O)C1CCS(=O)(=O)C1 (stereo unspecified)	-2%	-15%	7%	14%	1%	28%	20%	-2%	1%
Cc1[nH]c2ccccc2c1C(=O)CSc1ccccc1	16%	-19%	-6%	0%	-4%	6%	5%	15%	-5%
O=C(Nc1c(C(=O)N2CCOCC2)oc2ccccc12)c1cccc([N+](=O)[O-])c1	u	10%	-3%	-2%	-3%	2%	5%[0.501 µM]	-5%	-3%
O=C(CN1CCC(c2nc3ccccc3s2)CC1)NCc1cccs1	-31%	-6%	0%	26%	-21%	u	u	6%	-1%
Cn1c(=O)c2c(nc(NCc3ccc4c(c3)OCO4)n2Cc2ccc(F)cc2)n(C)c1=O	-31%	-10%	-7%	6%	9%	22%	2%[12.7 µM]	-11%	-2%

One compound at a time, from the list above:
O=C(Nc1c(C(=O)N2CCOCC2)oc2ccccc12)c1cccc([N+](=O)[O-])c1 is listed with BAZ2B inh = u; POLH inh = 10%; Pol kappa inh = -3%; APEX1 inh = -2%; Apoferritin bind = -3%; Pol iota inh = 2%; G9a block = 5%[0.501 µM]; Pol beta inh = -5%; BLM helicase inh = -3%
O=C(Cn1ncc2c3ccccc3n(Cc3ccccc3F)c2c1=O)NCCCN1CCCC1=O is listed with BAZ2B inh = -38%; POLH inh = -13%; Pol kappa inh = -9%; APEX1 inh = -24%; Apoferritin bind = -14%; Pol iota inh = -11%; G9a block = x; Pol beta inh = 2%; BLM helicase inh = 1%
